KOR beta-arrestin-1 – KOR agonists, beta-arrestin recruitment, primary screen, cell-based, luminescence, uHTS (AID 1777); KOR beta-arrestin recruitment, luminescence; higher % means a stronger effect; Kappa-type opioid receptor (Homo sapiens); actives 0.02% (n = 280,000); activation, % at 10 µM; hits with a dose series show EC50 in µM; in the data active = activation above about 50%, passing the limit was not always enough; also: a part of the inactive calls stands beside numbers as strong as those of hits
HIV peptide binding – inhibitors of HIV fusion peptide binding, primary screen, biochemical, uHTS, fluorescence dequenching (AID 1986); cell-free peptide binding, fluorescence dequenching, 30 min; higher % means a stronger effect; actives 0.3% (n = 290,000); one-dose inhibition, % at 20 µM; IC50 in µM for titrated hits; in the data active = inhibition mostly above about 52%, no sharp cut-off; inactive = mostly below about 76%; also: some results filed as inactive read as strong as hits
Large T inhibition – SV40 large T antigen inhibitors, biochemical (AID 1903); SV40 large T antigen ATPase/helicase inhibition assay; higher % means a stronger effect; inhibition, % at 20 µM; hits with a dose series show IC50 in µM; actives 0.39% (n = 310,000); in the data active = a potency from the dose series; also: strong numbers were not always called active
GPR55 LPI antagonism – GPR55 antagonists blocking LPI-driven arrestin recruitment, primary screen, imaging, U2OS, beta-arrestin-GFP, LPI agonist (AID 2013). G-protein coupled receptor 55 (Homo sapiens). U2OS GPR55 beta-arrestin-GFP translocation imaging, LPI antagonism; higher % means a stronger effect. inhibition, % at 10 µM, or IC50 in µM where a hit was titrated. actives 0.13% (n = 290,000);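 active = spots per cell inhibited over 60%, with over 100 cells counted and total cytoplasm intensity under 500,000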;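 also: U2OS cells stably carrying GPR55 and arrestin-GFP stimulated by 5 µM LPI near EC80; imaged beta-arrestin-GFP aggregate spots per cell after agonist stimulation; plate controls were LPI-stimulated DMSO wells for no effect and DMSO wells without LPI for full effect; some results filed as inactive read as strong as hits; confirmed hits need IC50 under 10 µM and bright autofluorescent wells are also inconclusive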
NOD2 inhibition – NOD2 signaling inhibitors, cell-based, luminescence, uHTS, HEK293 (AID 1566). one-dose inhibition, % at 4 µM; EC50 in µM for titrated hits. HEK293 NOD2/NF-kB luciferase reporter, luminescence; higher % means a stronger effect. actives 0.63% (n = 290,000); also: many of its hits are not listed in these tables
Rac1 GTP hydrolysis – MgcRacGAP GTPase-activating activity inhibitors, confirmation, biochemical, ADP Hunter fluorescence; Rac GTPase-activating protein 1 (Homo sapiens); MgcRacGAP-stimulated Rac1 GTP hydrolysis, ADP Hunter fluorescence; higher % means a stronger effect; GST-tagged Rac1 F28L mutant substrate; actives 0.6% (n = 340,000); inhibition, % at 30 µM; hits with a dose series show IC50 in µM;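 active = first-screen hits whose inhibition reached a set limit at any dose in the follow-up dose series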;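 also: fluorescence reports GDP produced by GAP-driven GTP hydrolysis; strong numbers were not always called active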
NOD1 NF-kB reporter – NOD1 signaling inhibitors, primary screen, cell-based, luminescence, uHTS (AID 1578); actives 1% (n = 290,000); inhibition, % at 4 µM, or EC50 in µM where a hit was titrated; NOD1-driven NF-kB luciferase reporter cells, luminescence; higher % means a stronger effect; in the data active = inhibition mostly above about 36%, no sharp cut-off; inactive = mostly below about 34%;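 also: HEK-293T reporter cells stimulated with the NOD1 agonist gamma-tri-DAP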
GPR55 activation – GPR55 agonists via beta-arrestin recruitment, primary screen, imaging, U2OS cells, beta-arrestin-GFP redistribution (AID 1961) | U2OS GPR55 beta-arrestin-GFP redistribution imaging; higher % means a stronger effect | one-dose activation, % at 10 µM; EC50 in µM for titrated hits | G-protein coupled receptor 55 (Homo sapiens) | actives 0.048% (n = 290,000);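 active = activation above 40% with more than 50 cells counted in the well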;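 also: U2OS osteosarcoma cells stably expressing GPR55 and beta-arrestin-GFP; plate controls were DMSO negative control for no effect and LPI positive control for full effect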
KOR beta-arrestin-2 – KOR antagonists, beta-arrestin recruitment, cell-based, luminescence, uHTS (AID 1778); Kappa-type opioid receptor (Homo sapiens); KOR beta-arrestin recruitment, luminescence, antagonist mode; higher % means a stronger effect; one-dose inhibition, % at 10 µM; IC50 in µM for titrated hits; actives 0.091% (n = 290,000); also: strong numbers were not always called active
* = called active by the depositor; . = not tested or not shown; [ ] = remark or other dose. Rule as the data show it, unless noted: active = inhibition above about 50%; inactive = the rest. The list is partial. The share of hits here may be higher or lower than overall.

SMILES	KOR beta-arrestin-1	HIV peptide binding	Large T inhibition	GPR55 LPI antagonism	NOD2 inhibition	Rac1 GTP hydrolysis	NOD1 NF-kB reporter	GPR55 activation	KOR beta-arrestin-2
CCc1ccc(NC(=O)C2=CC(c3cccs3)=NS(=O)(=O)N2C)cc1	-4.9%	-1.6%	8%	6%	23%	3%	2%	0.5%	10%[20 µM]
CCCOc1ccc(CCC(=O)O)cc1	5.2%	0.2%	.	8%	7%	3%	-15%	0.3%	-32%
COc1cccc(C(=O)NCc2cn3ccsc3n2)c1	-2.9%	-0.5%	12%	12%	3%	6%	-25%	-0.1%	5%
O=C(N/N=C/c1ccc(OCc2ccccc2)cc1)c1ccc(O)cc1	-2.4%	0.7%	0%	2%	-39%	8%	-31%	0.8%	-11%
CSc1nc(C)nc(C2CC2)c1C#N	-1.6%	-0.1%	6%	0%	1%	.	4%	-0.1%	16%
N#Cc1cccc(NC(=O)Cn2cnc(S(=O)(=O)N3CCc4ccccc43)c2)c1	6.6%	-0.6%	10%	-11%	.	-2%	.	1.3%	-31%
COC(=O)c1sc(C(C)(C)C)cc1CSc1ccccc1	6.6%	-0.9%	-1%	12%	2%	12%	-10%	-0.1%	-16%
Cc1cccc(N2C(=O)CC(Sc3ncn[nH]3)C2=O)c1 (stereo not drawn)	4.1%	2.1%	8%	0%	6%	9%	-8%	-0.3%	-5%
Cc1cccc(OCc2nc(C#N)c(NCCN(C)C)o2)c1	-1.6%	-0.5%	1%	3%	8%	1%	-5%	-0.3%	-18%
Cc1ccccc1OCc1nnc(SCC(=O)N2c3ccccc3Sc3ccc(Cl)cc32)o1	4.2%	0.2%	12%	8%	8%	9%	-21%	-0.2%	4%
CCCCC(=O)Nc1cccn2ncnc12	1.1%	0.2%	2%	4%	21%	3%	-3%	-0.3%	-5%
NC(=O)C1CCN(c2oc(/C=C/c3ccccc3)nc2S(=O)(=O)c2ccccc2)CC1	8.7%	-1.6%	10%	-2%	14%	-1%	-9%	-0.2%	-16%
CC(C)(C)SCCNS(=O)(=O)c1ccccc1	-4.3%	0.7%	13%	-6%	2%	6%	13%	-0.3%	-28%
CCOCCCN1C(=O)CN(C2CCCCC2)C(=O)C1c1ccc(OCC)c(OC)c1 (stereo not drawn)	2.6%	-3.1%	5%	15%	-4%	11%	5%	-0.1%	13%
Cc1cccc(C(=O)OCC(=O)Nc2ccc(N3CCCCC3)cc2)c1O	2.4%	-0.8%	1%	-6%	-5%	9%	-12%	-0.1%	-8%
Cc1cccc(C)c1N(CC(=O)N1CCN(C)CC1)S(C)(=O)=O	-0.5%	1.2%	-1%	0%	-1%	-2%	-8%	-0.1%	-1%
O=C(Nc1ccc2ccccc2n1)c1ccccc1Br	4.5%	2.4%	13%	-6%	-228%	3%	-45%	-0.2%	-34%
CCC(C)(C(=O)NC1CCCCC1)N(C(=O)c1ccccn1)c1ccccc1 (stereo not drawn)	6.8%	-2.2%	2%	-12%	-3%	9%	-9%	-0.2%	-19%
COc1ccc(C(=O)N2CCN(c3ccc([N+](=O)[O-])c(-n4nc(C)cc4C)c3)CC2)cc1	-2.7%	-0.2%	16%	12%	12%	5%	-23%	-0.3%	-9%
COC(=O)c1cccc(NC(=O)COC(=O)CSc2nc(C)cc(C)n2)c1	0.8%	-2.9%	12%	-7%	6%	9%	6%	-0.3%	2%
CN1C(=O)C(Cl)(Cl)C(=O)c2ccccc21	4.9%	5.1%	11%	0%	18%	-159%	-12%	0.4%	-6%
CS(=O)(=O)Oc1ccccc1/C=C1/N=C(c2ccc(F)cc2)OC1=O	1.6%	-1.1%	8%	6%	13%	4%	-16%	-0.2%	0%
CCN(CCO)c1nc(SC)nc2c1sc1nc(-c3ccco3)c3c(c12)CCC3	6.9%	59%	6%	-22%	4%	1%	18%	-0.3%	-65%
Cc1ccc(NC(=O)CCc2nnc3ccc(NCc4ccco4)nn23)cc1	-5.7%	1.9%	5%	-8%	21%	14%	-17%	-0.3%	8%
CC(=O)c1cc(C(=O)N2CCCC(CCC(=O)N(C)CCc3ccccn3)C2)cs1 (stereo not drawn)	-6.2%	0.6%	12%	16%	1%	10%	-30%	0.7%	-16%

Continued:
SMILES	KOR beta-arrestin-1	HIV peptide binding	Large T inhibition	GPR55 LPI antagonism	NOD2 inhibition	Rac1 GTP hydrolysis	NOD1 NF-kB reporter	GPR55 activation	KOR beta-arrestin-2
Cc1ccc(-c2ccnc3cc(C)nn23)cc1	-2.0%	1.7%	23%	13%	6%	12%	-8%	0.2%	4%
CCN(CC)c1cc(NCCO)c([N+](=O)[O-])c2nonc12	3.7%	-0.5%	3%	-6%	-1%	3%	2%	-0.3%	-14%
Cc1cc(CSCc2ccc(Cl)cc2)no1	6.3%	-1.1%	3%	-7%	-12%	9%	13%	-0.1%	27%
COc1ccc(S(=O)(=O)N2CCCCC2)cc1NC(=O)C1CCCO1 (stereo not drawn)	-4.7%	-2.7%	20%	1%	16%	6%	-27%	-0.5%	-3%
Nn1c(Nc2ccccc2)nc2ccccc2c1=O	5.1%	1.1%	-10%	-7%	-1%	-5%	-20%	-0.2%	4%
Cc1ccc(-n2cccc2C(=O)NS(=O)(=O)c2ccc(C)cc2)cc1	-1.9%	4.3%	17%	0%	19%	-4%	-2%	0.3%	23%
COC(=O)c1ccc(N)c(CS(=O)(=O)c2ccc(Cl)cc2)c1	0.2%	0.7%	-1%	0%	1%	4%	-5%	-0.1%	-22%
Cc1cc(Br)ccc1NC(=S)NC1CCCC1	-0.4%	0.3%	12%	10%	-5%	2%	-35%	-0.1%	5%
CCC1=NC(c2ccc(OC)c(OC)c2)N(O)C1(C)C (stereo not drawn)	6.7%	-1.7%	10%	8%	-6%	10%	43%	0.3%	-37%
O=C1c2ccsc2SCCN1Cc1ccc(F)cc1	-9.7%	-2.3%	-9%	10%	-1%	20%	-1%	0.3%	34%
Cc1cccc(C)c1N1CCN(C(=O)Nc2ccc3c(c2)OCCO3)CC1	1.8%	-4.2%	6%	20%	-8%	10%	7%	1.2%	-19%
Cc1nc(NC(=O)c2ccccc2[N+](=O)[O-])sc1C(=O)N(C)C	0.3%	-1.5%	3%	6%	6%	-6%	9%	0.1%	.
CCOc1ccc(Oc2cc(NC(=O)c3ccco3)cc([N+](=O)[O-])c2)cc1	6.7%	2.1%	7%	20%	21%	1%	29%	0.3%	6%
CCC(CO)N=C1CC(C)(C)CC(=O)/C1=C(/O)CCCN1C(=O)c2ccccc2C1=O (stereo not drawn)	-1.6%	-1.1%	3%	10%	2%	0%	6%	-0.2%	2%
O=C(Nc1ccccc1)/C(=C/c1cccnc1)NC(=O)c1ccccc1	-1.6%	0.0%	-4%	-11%	-2%	16%	-18%	-0.2%	4%
COc1ccccc1N(C)S(=O)(=O)c1ccc(C(=O)Nc2ccc3nc(C)sc3c2)cc1	4.9%	14%	21%	14%	19%	11%	15%	-0.1%	-4%
COC(=O)[C@@H](Cc1c[nH]c2ccccc12)NC(=O)C1CCCN(S(=O)(=O)c2ccc(C)cc2)C1 (stereo partly drawn)	0.6%	1.2%	21%	9%	18%	.	-2%	-0.2%	35%
COc1ccc(Cl)cc1N(CC(=O)N1CCCC1)S(C)(=O)=O	-3.6%	-0.9%	6%	4%	23%	2%	-10%	-0.1%	16%
CC(=O)NC(Cc1ccc(F)cc1)C(=O)N1CCN(C(=O)NCc2ccccc2)CC1 (stereo not drawn)	-5.8%	1.9%	2%	5%	3%	10%	-31%	0.3%	-16%
Cn1c(C(=O)NCc2cccs2)cc2c(=O)n(C)c3ccccc3c21	1.4%	0.8%	3%	-2%	-9%	-6%	-57%	0.2%	10%
Cc1ccc(C2N=C(N)Nc3nc4ccccc4n32)cc1 (stereo not drawn)	3.9%	-0.5%	6%	2%	20%	3%	0%	-0.1%	-38%
Cc1cc(=O)oc2cc(OCCSCCN3CCCC3)ccc12	-2.0%	-0.4%	5%	5%	4%	.	-17%	-0.2%	-24%
O=C(Cn1nnc(-c2ccc([N+](=O)[O-])cc2)n1)NNC(=O)c1ccccc1	-0.7%	1.2%	-4%	12%	2%	8%	-14%	-0.3%	-13%
CCCNC(=O)COC(=O)/C=C/c1ccc(C)o1	-11%	1.5%	29%	2%	2%	7%	-36%	-0.4%	-24%
CCN(CC)C(=O)C(=O)c1cccn1-c1cccc(Cl)c1C#N	-0.9%	0.8%	20%	7%	9%	2%	-18%	0.0%	-10%
Cc1ccc(S(=O)(=O)N2CCCCC2)cc1C(=O)OCC(=O)NC(=O)NC12CC3CC(CC(C3)C1)C2	6.9%	3.1%	5%	10%	6%	8%	1%	0.2%	0%
COCCN(C(=O)Cn1nnc2ccccc21)C(C(=O)NC1CCCC1)c1cccc(OC)c1OC (stereo not drawn)	1.0%	0.0%	1%	29%	10%	4%	-27%	-0.1%	18%
CSc1cccc(NC(=S)N2CCC(c3ccccc3)C2)c1 (stereo not drawn)	-0.2%	-0.1%	2%	11%	0%	-6%	0%	0.0%	29%

Bioassay records from PubChem.
